Compound activity (PubChem)
MBNL1-CUG inh – qHTS Assay for Inhibitors of MBNL1-poly(CUG) RNA binding | Muscleblind-like protein 1 (Homo sapiens), Q9NR56 | TR-FRET MBNL1-His/biotin-(CUG)12 binding, 665/545 ratio | Potency, µM (titrated, usually from 57.5 µM), inactives show at the top dose activity change, negative = inhibition, hits mostly inhibitors | 0.036% of 280,000 active; active means well fitted inhibition curve with a large enough effect in the signal ratio, with a control signal flat, not every such curve was filed as active; inconclusive means small, poorly fitted or top-dose-only effect, or effect the other way, or a change in a side signal; inactive means no such curve, though single readings can be large or run the other way; the % refers to the signal ratio; further: potency means the concentration at half of the fitted maximal effect; on the % scale 0 is the no-effect control and ±100 the full control effect
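His-tagged MBNL1 binding to biotinylated (CUG)12 RNA was measured by TR-FRET using terbium anti-His antibody (0.055 ng/ul final) and streptavidin-XL665 (5 nM final). Compounds were titrated 92 nM to 58 uM; 60 min at room temperature.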
KCNH2 WT inh – qHTS for Inhibitors of KCHN2 3.1: Wildtype qHTS | activity change, % at 1.84 µM | 0.37% of 340,000 active | U2OS, BacMam KCNH2, thallium flux FluxOr; active compounds read low | Voltage-gated inwardly rectifying potassium channel KCNH2 (Homo sapiens), Q12809;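 active means maximum activity change below -70%; inconclusive means maximum activity change between -70% and -50%; inactive means maximum activity change above -50%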; further: on the % scale 0 is the no-effect control and ±100 the full control effect
Target sequence (Q12809 whole entry, looked up): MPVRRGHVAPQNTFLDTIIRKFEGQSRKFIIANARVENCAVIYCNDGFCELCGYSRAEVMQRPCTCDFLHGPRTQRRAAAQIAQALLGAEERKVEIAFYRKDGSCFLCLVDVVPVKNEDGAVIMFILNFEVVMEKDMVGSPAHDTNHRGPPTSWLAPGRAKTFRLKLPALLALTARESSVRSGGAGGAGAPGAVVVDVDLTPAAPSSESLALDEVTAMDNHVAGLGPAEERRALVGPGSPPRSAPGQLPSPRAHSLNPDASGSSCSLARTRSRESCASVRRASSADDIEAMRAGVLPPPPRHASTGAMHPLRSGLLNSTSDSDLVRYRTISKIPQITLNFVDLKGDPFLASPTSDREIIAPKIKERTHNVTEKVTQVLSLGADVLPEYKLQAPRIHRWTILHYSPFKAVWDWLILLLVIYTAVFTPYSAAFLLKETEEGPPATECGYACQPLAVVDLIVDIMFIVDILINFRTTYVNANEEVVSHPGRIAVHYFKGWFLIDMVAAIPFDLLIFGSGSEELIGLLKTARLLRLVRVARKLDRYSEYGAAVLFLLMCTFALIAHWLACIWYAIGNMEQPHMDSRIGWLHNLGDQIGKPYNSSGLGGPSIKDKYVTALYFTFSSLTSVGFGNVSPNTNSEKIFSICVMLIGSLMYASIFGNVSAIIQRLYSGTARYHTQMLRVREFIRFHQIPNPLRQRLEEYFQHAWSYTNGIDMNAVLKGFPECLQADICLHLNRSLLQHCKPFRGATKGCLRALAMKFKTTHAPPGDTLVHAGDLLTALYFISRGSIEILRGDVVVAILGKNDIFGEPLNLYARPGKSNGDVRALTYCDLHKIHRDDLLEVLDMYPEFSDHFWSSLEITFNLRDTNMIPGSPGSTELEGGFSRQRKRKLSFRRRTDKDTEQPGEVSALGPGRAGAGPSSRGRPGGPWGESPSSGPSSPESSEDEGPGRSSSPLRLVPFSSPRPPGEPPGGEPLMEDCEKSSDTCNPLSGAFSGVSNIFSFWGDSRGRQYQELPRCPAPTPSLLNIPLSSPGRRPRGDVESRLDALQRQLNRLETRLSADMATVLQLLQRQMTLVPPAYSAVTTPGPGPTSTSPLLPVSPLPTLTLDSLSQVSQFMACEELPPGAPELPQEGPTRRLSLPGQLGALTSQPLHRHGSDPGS
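U2OS cells transduced with wild-type KCNH2 virus are loaded with FluxOr dye for 45 min, and thallium flux is measured in kinetic reads before and after stimulation buffer. Rate constants are normalized to DMSO controls.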
Coupling enz – qHTS Assay for Inhibitors of Fructose-1,6-bisphosphate Aldolase from Giardia Lamblia: Coupling assay counterscreen | AID 2472, 2010 | 0.67% of 290,000 active | coupling enzyme system counterscreen, AmpLite Red fluorescence | activity change, negative = inhibition, % at 58.2 µM, hits read low; in the data active means activity change below about -30%; further: on the % scale 0 is the no-effect control and ±100 the full control effect
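Compounds tested against the coupling enzymes alone at 57.5 uM final; readout was AmpLite Red fluorescence (525/598 nm) after 20 min at RT.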
GALK inh – qHTS Assay for Inhibitors of Human Galactokinase (GALK); Potency, µM (titrated, usually from 57.5 µM), inactives show at the highest dose activity change, negative = inhibition, hits mostly inhibitors; Purified GALK, Kinase-Glo residual ATP luminescence; AID 1868, 2009; 0.007% of 270,000 active; further: potency means the concentration at half of the fitted maximal effect; on the % scale 0 is the no-effect control and ±100 the full control effect
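Quantitative HTS: GALK 5 nM, ATP 35 uM, galactose 100 uM, 1 h room temperature, then luciferase-based ATP detection.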
CXXC DNA block – qHTS Fluorescence Polarization Assay for Inhibitors of MLL CXXC domain - DNA interaction | Histone-lysine N-methyltransferase 2A (Homo sapiens), Q03164 | 0.037% of 290,000 active | MLL-CXXC / FITC-HOXA9 DNA fluorescence polarization | Potency, µM (highest dose often 115 µM), without a hit: at the highest dose activity change, negative = inhibition, most hits filed as inhibitors; active means well fitted inhibition curve with a large enough effect in the polarisation, with a control signal flat, not every such curve was filed as active; inconclusive means small, poorly fitted or top-dose-only effect, or effect the other way, or a change in a side signal; inactive means no such curve, though single readings can be large or run the other way; the % refers to the polarisation; further: potency means the concentration at half of the fitted maximal effect
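Purified MLL-CXXC (added from a 7 uM solution) was preincubated 5 min at ambient with pinned compounds in 50 mM Tris-HCl pH 7.5, 50 mM NaCl, 1 mM DTT, 0.05% BSA. Fluorescein-labeled HOX-A9 DNA (50 nM solution) followed, 30 min, then polarization read.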
S-ASM inh – Inhibitors of Secretory Acid Sphingomyelinase (S-ASM): qHTS. AID 504937, 2011. Potency, µM (highest dose often 57.5 µM), without a hit: at the top dose activity change, negative = inhibition, hits mostly inhibitors. placental ASM, HMU-PC fluorogenic substrate, 60 min. 0.006% of 340,000 active. Sphingomyelin phosphodiesterase (Homo sapiens), P17405; further: potency means the concentration at half of the fitted maximal effect
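HMU-PC0 cleavage (9 uM final) by human placental ASM, 60 min at 37 °C following 10 min compound exposure at RT; stopped at pH 10, fluorescence Ex 386/Em 447 nm.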
TRPV1 ag – HTS Assay for Compounds that Act as Agonists of the Vanilloid Receptor 1. Transient receptor potential cation channel subfamily V member 1 (Homo sapiens), Q8NER1. TRPV1-expressing cells, Fluo-8 calcium influx, agonist mode. activation, % at 8.33 µM. 0.19% of 320,000 active; in the data active means activation above about 80%; inconclusive means between about 30% and that limit; further: 0% is about no effect
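Fluo-8 calcium influx in TRPV1-expressing cells, kinetic read (ex 480/em 520 nm). Compound added and read 3 min for agonist activity, followed by capsaicin at EC20 final and 2 min further read for enhancement.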
KCNH2 3.1 block – qHTS for Inhibitors of KCHN2 3.1: Mutant qHTS; Potassium voltage-gated channel subfamily H member 2, brain isoform KCNH2 3.1 (human); U2OS KCNH2 3.1, thallium flux FluxOr; active compounds read low; activity change, % (tested at about 1.8 µM); 0.95% of 340,000 active;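 active means maximum activity change below -70%; inconclusive means maximum activity change from -70% to -50%; inactive means maximum activity change above -50%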;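 further: thallium influx rate constant from kinetic fluorescence after stimulation buffer; on the % scale 0 is the no-effect control and ±100 the full control effect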
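FluxOr-based Tl+ influx in U2OS cells transduced with KCNH2 3.1 virus; rate constants normalized to DMSO controls.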
A-T KAP1 phos – qHTS Assay for Identifying a Potential Treatment of Ataxia-Telangiectasia | […] A-T fibroblasts, KAP-1 phosphorylation AlphaLISA; neocarzinostatin DNA damage 30 min before lysis | Potency, µM (top dose mostly 57.5 µM), without a hit: top-dose activation, actives largely listed as activators | 0.19% of 320,000 active; further: potency means the concentration at half of the fitted maximal effect; % of control where 0% means no effect; nearly all actives have a fitted effect of over 45% in size
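ATM-like activity read as KAP-1 phosphorylation via AlphaLISA donor/acceptor antibody pairs after lysis and 6 hr at 25C. Cells were ATM-null patient fibroblasts ([…], hTERT), dosed 60 min, then exposed to the DSB inducer NCS for 30 min.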
Integrin act MD – qHTS for Activators of Integrin-Mediated Alleviation for Muscular Dystrophy; Potency, µM (series often up to 38.3 µM), inactives show at the top dose activation, most hits filed as activators; 0.064% of 350,000 active; alpha7betagal myoblasts, beta-gal FDG fluorescence, 48 h; AID 624291, 2012;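 further: potency means the concentration at half of the fitted maximal effect; 100% = response of the positive control SU9516; nearly all actives have a fitted effect of over 60% in size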
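Alpha7betagal+/- myoblasts (passage 13) were plated 16-24 hr, then exposed to compounds (1:260 dilution of DMSO stock) for 48 hours at 37C. After MPER lysis, β-galactosidase reporter activity was read as FDG fluorescence (ex 480/em 540) after 30 minutes.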
* hit, by the source's call; ? = inconclusive; · = no result given; [ ] = another dose, or the depositor's remark. Unless noted, the call rests on the fitted dose curve; in most records, active means well fitted curve in the direction sought with a large enough effect; inconclusive means small, poorly fitted or top-dose-only effect, or another doubt; inactive means no such curve, though single readings can be large; an effect the other way counts as inactive or inconclusive.

SMILES	MBNL1-CUG inh	KCNH2 WT inh	Coupling enz	GALK inh	CXXC DNA block	S-ASM inh	TRPV1 ag	KCNH2 3.1 block	A-T KAP1 phos	Integrin act MD
O=C(c1cnn2c(C(F)F)cc(C3CC3)nc12)N1CCOCC1	-1.5%	-6.1	-0.4	-3.4%	-6.1%	4.1%	8.2	-5.1	-1.8%	-14.8%
CC(C)CN1C(=O)c2ccc(C(=O)Nc3ccc(O)cc3C(=O)O)cc2C1=O	5.1%	-0.2	6.1	-5.7%	5.2%	-2.9%	1.1	11.2	9.4%	-1.2%
Cc1cc(C)n(Cc2cccc(C(=O)N/N=C/c3cccnc3)c2)n1	23.4%	1.2	-0.3	-4.2%	3.4%	2.5%	1.6	2.0	9.7%	27.8%
Cc1ccc2cc(CN(c3ccccc3C)S(=O)(=O)c3ccccc3)c(=O)[nH]c2c1	1.9%	5.4	2.9	5.7%	7.2%	-4.6%	-2.7	-1.8	-1.5%	10.1%
ON=C1CCCC2CCCCC12 (configuration not stated)	·	-0.1	·	·	·	8.7%	·	-6.9	·	14.0%
CCOc1ccc(N(C(C)C(=O)NC(C)CC)S(C)(=O)=O)cc1 (configuration not stated)	-8.8%	2.0	6.1	-1.2%	5.4%	3.8%	1.9	1.0	-1.6%	9.2%
Cc1ccc(C(C)C)c(OCC(=O)NCC(c2cccs2)N2CCOCC2)c1 (configuration not stated)	·	-1.5	·	·	·	-0.4%	17.5	-4.5	4.6%	20.6%
CC1=CC(=C(C#N)C#N)C=C(C)N1CCN1CCN(C(=O)Nc2ccc(Cl)c(Cl)c2)CC1	5.8%	-5.3	-2.7	-3.3%	-6.5%	8.0%	-3.5	-39.3	3.8%	?
N#Cc1ccc(Oc2ccc(S(=O)(=O)N3CCCCC3)cn2)cc1	·	-8.1	·	·	·	5.6%	20.7	-0.3	4.7%	2.0%
CC(NC(=O)c1ccc(S(=O)(=O)N(C)C)cc1)c1ccc(-n2ccnc2)cc1 (configuration not stated)	-0.3%	5.9	2.1	-0.2%	-2.1%	1.6%	1.7	-15.1	-0.9%	-3.8%
CCOCc1nnc(NC(=O)c2ccco2)s1	1.1%	0.0	1.6	-1.6%	-4.4%	3.3%	1.7	14.9	-0.3%	-18.1%
COc1ccc(/C=C(\C#N)C(=O)OCC(=O)NC(C)c2ccccc2)cc1 (configuration not stated)	18.7%	0.9	0.5	0.8%	5.1%	10.2%	-2.3	-9.6	14.9%	11.2%
c1ccc(COc2ccc(OCCOCCn3cncn3)cc2)cc1	-7.7%	0.5	1.1	-3.0%	9.3%	3.1%	0.2	-9.9	2.8%	?
CC(=O)c1ccc(N2CCN(C(=O)c3nn(Cc4ccccc4)c(=O)c4ccccc34)CC2)cc1	5.0%	?	-1.3	5.6%	17.3%	-6.3%	2.2	-86.0*	2.3%	-49.7%[inhibitor]
COc1ccc(CCN2CC(C(=O)N3CCSCC3)CCC2=O)cc1 (configuration not stated)	-2.0%	-12.3	0.9	2.5%	0.4%	2.4%	-2.3	7.2	-11.3%	3.6%
Cc1c(C(=O)NCc2ccccc2)cnn1-c1ccccc1	-8.3%	-3.6	-3.8	-0.3%	2.5%	2.3%	-1.4	-12.6	·	3.1%
CC(CCc1ccccc1)NC(=O)c1ccc(-n2cncn2)c([N+](=O)[O-])c1 (configuration not stated)	·	-15.3	·	·	·	-0.9%	10.3	-3.8	-3.0%	-0.5%
C/C(=N\NC(=O)CN(c1ccccc1)S(C)(=O)=O)c1ccccc1O	-2.8%	-6.2	5.3	6.0%	-5.6%	2.7%	-4.4	19.4	-4.4%	-7.0%
Cc1ccccc1NC(=O)CCNS(=O)(=O)c1cccc2nsnc12	?	2.8	1.0	6.0%	27.6%	-14.9%	3.1	-7.0	-3.1%	4.8%

Some entries already given, reduced to Integrin act MD, GALK inh and KCNH2 WT inh:
compound | Integrin act MD | GALK inh | KCNH2 WT inh
CC(C)CN1C(=O)c2ccc(C(=O)Nc3ccc(O)cc3C(=O)O)cc2C1=O | -1.2% | -5.7% | -0.2
Cc1cc(C)n(Cc2cccc(C(=O)N/N=C/c3cccnc3)c2)n1 | 27.8% | -4.2% | 1.2

Molecules above that contain four or more nitrogen atoms:
SMILES	MBNL1-CUG inh	KCNH2 WT inh	Coupling enz	GALK inh	CXXC DNA block	S-ASM inh	TRPV1 ag	KCNH2 3.1 block	A-T KAP1 phos	Integrin act MD
O=C(c1cnn2c(C(F)F)cc(C3CC3)nc12)N1CCOCC1	-1.5%	-6.1	-0.4	-3.4%	-6.1%	4.1%	8.2	-5.1	-1.8%	-14.8%
Cc1cc(C)n(Cc2cccc(C(=O)N/N=C/c3cccnc3)c2)n1	23.4%	1.2	-0.3	-4.2%	3.4%	2.5%	1.6	2.0	9.7%	27.8%
CC1=CC(=C(C#N)C#N)C=C(C)N1CCN1CCN(C(=O)Nc2ccc(Cl)c(Cl)c2)CC1	5.8%	-5.3	-2.7	-3.3%	-6.5%	8.0%	-3.5	-39.3	3.8%	?
CC(NC(=O)c1ccc(S(=O)(=O)N(C)C)cc1)c1ccc(-n2ccnc2)cc1 (configuration not stated)	-0.3%	5.9	2.1	-0.2%	-2.1%	1.6%	1.7	-15.1	-0.9%	-3.8%
CC(=O)c1ccc(N2CCN(C(=O)c3nn(Cc4ccccc4)c(=O)c4ccccc34)CC2)cc1	5.0%	?	-1.3	5.6%	17.3%	-6.3%	2.2	-86.0*	2.3%	-49.7%[inhibitor]
CC(CCc1ccccc1)NC(=O)c1ccc(-n2cncn2)c([N+](=O)[O-])c1 (configuration not stated)	·	-15.3	·	·	·	-0.9%	10.3	-3.8	-3.0%	-0.5%
Cc1ccccc1NC(=O)CCNS(=O)(=O)c1cccc2nsnc12	?	2.8	1.0	6.0%	27.6%	-14.9%	3.1	-7.0	-3.1%	4.8%
